Bioassay records as filed in PubChem.
RAD54 inh: inhibitors of human RAD54 branch migration; Q92698; RAD54 Holliday junction branch migration, FAM/BHQ fluorescence; inhibition, % at 10.4 µM; 360,000 compounds, 0.14% hits; AID 602329;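 active means mean normalized replicate activity at least 40 and at least half of replicates scoring 40 or more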;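 further: 0% = median of neutral control wells and 100% = median of positive control wells; inhibitors cause a drop in the FAM fluorescence signal; in these data hits start at about 50%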
E-selectin induc: induces E-selectin expression in human endothelial cells; P16581; HUVEC E-selectin immunofluorescence imaging; normalized: neutral wells 0, TNF-alpha wells 100; activation, % at 7.58 µM; 260,000 compounds, 0.37% hits; AID 686992;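 active means mean E-selectin-positive cell signal at least 10% of the positive control, reached in at least 60% of replicates, without over 20% cell loss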;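 further: in these data hits start at about 27%; measured in HUVEC primary endothelial cells; signal is the percent of cells scored E-selectin positive by PE staining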
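Read-out basis: % PE-positive cells; Test system: HUVEC primary endothelial cells; Technique: immunofluorescence imaging; Dosing: single-point compound dose.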
RAD52 inh: inhibitors of human RAD52 DNA annealing | inhibition, % at 18.7 µM | recombinant RAD52 DNA annealing, FRET fluorescence | 360,000 compounds, 0.46% hits | P43351;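 active means every replicate showing at least 50% inhibition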
ERp5 inh: ERp5 (human) disulfide isomerase inhibition. Q15084. ERp5 insulin aggregation, absorbance 650 nm, 90 min. inhibition, % at 9.99 µM. 350,000 compounds, 0.05% hits;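 active means mean replicate inhibition above about 25%, with every replicate also reaching it, limit read from the data, passing the limit was not always enough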
Target sequence (Q15084 whole entry, looked up): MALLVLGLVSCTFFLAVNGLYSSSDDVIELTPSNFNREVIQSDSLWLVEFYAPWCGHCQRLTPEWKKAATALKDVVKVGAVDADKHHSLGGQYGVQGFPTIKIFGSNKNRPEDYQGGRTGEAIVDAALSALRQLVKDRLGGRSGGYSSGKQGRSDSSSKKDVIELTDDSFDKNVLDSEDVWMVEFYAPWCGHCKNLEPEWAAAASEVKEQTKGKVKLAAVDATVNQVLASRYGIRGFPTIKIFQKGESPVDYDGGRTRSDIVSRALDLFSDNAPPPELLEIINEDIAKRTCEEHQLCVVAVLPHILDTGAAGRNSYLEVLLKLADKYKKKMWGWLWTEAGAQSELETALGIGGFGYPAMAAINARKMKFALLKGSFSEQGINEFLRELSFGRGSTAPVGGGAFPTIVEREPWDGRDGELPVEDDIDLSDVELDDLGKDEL
XiGFP reactiv: reactivates the inactive X chromosome in mouse fibroblasts | XiGFP mouse fibroblasts, % GFP-positive cells imaging, 3 d; cells co-treated with 5-aza-dC sensitizer; scaled so ellipticine positive control = 100% | activation, % at 7.58 µM | 360,000 compounds, 0.055% hits;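 active means mean normalized replicate activation at least 10% and every replicate at or above 10%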;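 further: 0% = median of on-plate neutral control wells and 100% = ellipticine 6 µM median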
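Assay system: SV40-immortalized XiGFP fibroblast cells, line 68-5-11; buffer or medium: DMEM plus 5-aza-dC sensitizer; compound: one concentration, pinned; timing: compounds 3 days, fix/stain 15 min at room temperature; benchmarks: positive control ellipticine, 6 µM final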
esBAF inh: SWI/SNF esBAF complex inhibition | mouse ES cells, Bmi1-luciferase knock-in reporter, 24 h; 100% = twice the neutral-well signal | reporter increase, % at 12.5 µM | 350,000 compounds, 2% hits | AID 602393; in the data active means activation above about 40%;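 further: 0% = median of the plate's neutral control wells and 100% = double that signal; a rise in the Bmi1 reporter signal indicates esBAF inhibition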
ERAP1 inh: blocks human ERAP1 aminopeptidase activity; Q9NZ08; inhibition, % at 10.7 µM; 340,000 compounds, 0.15% hits; AID 652197; recombinant ERAP1, Leu-AMC fluorescence, 60 min;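 active means mean replicate inhibition of at least 30%, or all replicates individually reaching that 30% level; inactive means mean below 30% and not every replicate reaching it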;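 further: 0% = neutral control wells and 100% = L-leucinethiol positive control wells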
S100A4 MyoIIA: blocks human S100A4 binding to myosin IIA peptide; S100A4/TAMRA-MyoIIA peptide fluorescence polarization; inhibition, % at 10.7 µM; 360,000 compounds, 0.14% hits; AID 652163;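 active means mean inhibition of at least 70% across replicates, with every replicate also reaching that level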
Target sequence (P26447 whole entry, looked up): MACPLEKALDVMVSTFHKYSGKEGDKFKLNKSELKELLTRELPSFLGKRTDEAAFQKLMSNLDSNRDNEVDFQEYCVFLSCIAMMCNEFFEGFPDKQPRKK
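Assay system: human S100A4 monomer with TAMRA-labelled myosin IIA peptide / Buffer or medium: Calcium-containing HEPES buffer, pH 7.2 / Reagent: TAMRA-labelled myosin IIA heavy-chain peptide probe, 5 nM / Compound: one dose per compound / Timing: polarization read 5 min after assay mix addition, stable 5–60 min / Benchmarks: neutral control DMSO, positive control TFP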
Numbers without * were called inactive; / = no result given; & = joins results of further samples. Compounds were not picked by outcome; 2.5% or so of the library scored in one or more.

#	Structure	RAD54 inh	E-selectin induc	RAD52 inh	ERp5 inh
1	CCn1cnc2cc(NCc3ccc(N(C)C)cc3)ccc21	10	0.0	3	-4
2	COc1ccc(NC(=O)CCN2CCN(S(=O)(=O)c3ccc(F)cc3)CC2)cc1	-3	/	-1	2
3	Cc1c(CCC(=O)NCC(=O)O)c(=O)oc2cc3occ(-c4ccccc4)c3cc12	-9	/	-12	-1
4	O=C(COc1ccccc1Cl)Nc1ccc(C(=O)c2ccc(C(=O)O)cc2)cc1	-1	4.1	-9	4
5	O=C(OCC(=O)N1CCN(c2ccccc2)CC1)c1ccc([N+](=O)[O-])s1	-4	-0.1	-3	0
6	COc1ccc(CNC(=O)C2CCC(=O)N(CCCN3CCCC3=O)C2)c(OC)c1 (configuration not stated)	1	/	3	2
7	COc1ccc(N(CC(=O)NC2CCS(=O)(=O)C2)S(=O)(=O)c2ccc(Cl)c(Cl)c2)cc1 (configuration not stated)	1	25	-1	-1
8	O=C(COC(=O)CCc1ccc(S(=O)(=O)N2CCOCC2)cc1)Nc1cccc(Cl)c1	/	/	-11	5
9	Cc1nc2nc(C)c(C)nc2nc1C	56*	0.6	-3	-1
10	CCCN1C[C@H](C)[C@H](OC)CN(C)C(=O)c2ccc(NC(=O)Nc3ccccc3F)cc2OC[C@H]1C	3	-0.2	5	1
11	CCCCCCSc1ccc(-c2nc3ccc(Cl)cn3c2NCCCC)cc1OC	-2	0.0&0.2	-15&-6	7&10
12	CC(=O)Nc1ccc(S(=O)(=O)NC2=NCN(c3ccc([N+](=O)[O-])cc3)CN2)cc1	-14	0.0	-12	5

#	XiGFP reactiv	esBAF inh	ERAP1 inh	S100A4 MyoIIA
1	0.1	36	/	-11
2	0.0	6	1	-3
3	0.4	-3	2	0
4	0.0	13	-3	1
5	0.2	-8	-2	-47
6	0.0	-1	0	-1
7	0.0	-3	0	-5
8	0.4	/	-1	-22
9	0.2	-3	0	-1
10	0.7	0	5	27
11	0.0&0.5	-8	5&1	-3&-5
12	0.1	-3	-5	0

Two compounds drawn at random from those above:
#	Structure	RAD54 inh	E-selectin induc	RAD52 inh	ERp5 inh
12	CC(=O)Nc1ccc(S(=O)(=O)NC2=NCN(c3ccc([N+](=O)[O-])cc3)CN2)cc1	-14	0.0	-12	5
2	COc1ccc(NC(=O)CCN2CCN(S(=O)(=O)c3ccc(F)cc3)CC2)cc1	-3	/	-1	2

#	XiGFP reactiv	esBAF inh	ERAP1 inh	S100A4 MyoIIA
12	0.1	-3	-5	0
2	0.0	6	1	-3

Continuation.
#	Structure	RAD54 inh	E-selectin induc	RAD52 inh	ERp5 inh
13	COc1ccc(/C=C2\C(=O)ON=C2c2ccccc2)cc1OC	-11	/	-39	2
14	Cc1ccnc(SCC(=O)Nc2cc(C)on2)n1	-2	-0.8	-10	-4
15	O=C(CCS(=O)(=O)c1cccc2nonc12)NCc1ccc(Cl)cc1	0	-0.2	-4	2
16	N#Cc1cccc(C#N)c1NCC1CCCO1 (configuration not stated)	-6	0.1	-3	-3
17	COc1ccc2c3c(n(C)c2c1)[C@@H](CO)N(Cc1cccc(Cl)c1)CC31CCN(C(C)=O)CC1	/	0.1	-171	-3
18	C[C@H]1CN([C@@H](C)CO)C(=O)c2cc(-c3ccncc3)cnc2O[C@@H]1CN(C)Cc1ccc(F)cc1	-14	0.0	0	8
19	CCC(=O)N1CC2(CCN(C(=O)Cc3ccccc3)CC2)c2c(n(C)c3cc(OC)ccc23)[C@H]1CO	/	-0.1	1	3
20	CO[C@@H](CN(C)C(=O)c1cnccn1)[C@H](C)CN([C@H](C)CO)S(=O)(=O)c1ccc(C)cc1	-1	-0.1	-5	2
21	Cc1ccc(CNC(=O)CO/N=C/c2ccc3c(c2)OCO3)cc1	-4	-0.4	-18	-5
22	COc1cc(/C=C/CNC[C@H]2O[C@@H](n3cnc4c(=O)[nH]c(N)nc43)[C@H](O)[C@@H]2O)ccc1O	-4	/	6	12
23	O=[N+]([O-])c1ccccc1CN1CCN(Cc2ccccn2)CC1	/	/	-3	-2
24	N#Cc1ccc(OCC(=O)NC2CCCCCC2)cc1	4	1.5	-4	2

#	XiGFP reactiv	esBAF inh	ERAP1 inh	S100A4 MyoIIA
13	0.0	-12	-6	-3
14	0.0	/	-4	0
15	0.0	/	-2	-1
16	0.0	-5	5	0
17	0.2	/	7	8
18	1.9	-2	-3	1
19	0.1	/	0	-5
20	0.1	-2	-6	-1
21	0.1	11	1	-7
22	0.0	6	0	17
23	0.5	/	3	10
24	0.0	/	1	-17

Quoted from the listing.
O=[N+]([O-])c1ccccc1CN1CCN(Cc2ccccn2)CC1 in ERAP1 inh is listed with 3
COc1ccc2c3c(n(C)c2c1)[C@@H](CO)N(Cc1cccc(Cl)c1)CC31CCN(C(C)=O)CC1 in E-selectin induc is listed with 0.1
Cc1ccnc(SCC(=O)Nc2cc(C)on2)n1 in S100A4 MyoIIA is listed with 0
Cc1ccc(CNC(=O)CO/N=C/c2ccc3c(c2)OCO3)cc1 in RAD54 inh is listed with -4

Entries of single compounds, quoted from the list. Values in the order: RAD54 inh, E-selectin induc, RAD52 inh, ERp5 inh, XiGFP reactiv, esBAF inh, ERAP1 inh, S100A4 MyoIIA
CCC(=O)N1CC2(CCN(C(=O)Cc3ccccc3)CC2)c2c(n(C)c3cc(OC)ccc23)[C@H]1CO in the list: /, -0.1, 1, 3, 0.1, /, 0, -5
COc1ccc2c3c(n(C)c2c1)[C@@H](CO)N(Cc1cccc(Cl)c1)CC31CCN(C(C)=O)CC1 in the list: /, 0.1, -171, -3, 0.2, /, 7, 8
COc1ccc(/C=C2\C(=O)ON=C2c2ccccc2)cc1OC in the list: -11, /, -39, 2, 0.0, -12, -6, -3
O=C(CCS(=O)(=O)c1cccc2nonc12)NCc1ccc(Cl)cc1 in the list: 0, -0.2, -4, 2, 0.0, /, -2, -1
N#Cc1cccc(C#N)c1NCC1CCCO1 (configuration not stated) in the list: -6, 0.1, -3, -3, 0.0, -5, 5, 0

The listing continues:
#	Structure	RAD54 inh	E-selectin induc	RAD52 inh	ERp5 inh
25	Cc1cc([N+](=O)[O-])cc2c1NC(c1ccccn1)C1CC=CC21 (configuration not stated)	/	/	0	-2
26	COc1ccc(C(C)=O)cc1COc1ccc(F)cc1	/	3.8	-13	-7
27	Cc1ccccc1-c1cnc(C(O)c2cc(Cl)cc(Cl)c2)[nH]1 (configuration not stated)	-4	7.3	-15	13
28	C[C@@H]1CN([C@@H](C)CO)C(=O)c2cccc(NC(=O)Nc3ccc(F)cc3)c2O[C@@H]1CN(C)C(=O)NC1CCCCC1	4	-18	/	7
29	O=C(Nc1ccc(Cl)cc1)N[C@@H]1CC[C@@H](CCNS(=O)(=O)c2ccccc2F)O[C@H]1CO	4	1.0	1	-5
30	Cc1csc(-c2cccnc2)n1	-9	-0.1	/	/

#	XiGFP reactiv	esBAF inh	ERAP1 inh	S100A4 MyoIIA
25	0.2	/	-5	1
26	0.6	/	0	-19
27	0.0	/	1	1
28	-0.1	3	/	/
29	0.3	-1	1	-36
30	0.1	-3	/	/

Some entries already given, showing only XiGFP reactiv, S100A4 MyoIIA and RAD54 inh:
cpd | Molecule | XiGFP reactiv | S100A4 MyoIIA | RAD54 inh
25 | Cc1cc([N+](=O)[O-])cc2c1NC(c1ccccn1)C1CC=CC21 (configuration not stated) | 0.2 | 1 | /
26 | COc1ccc(C(C)=O)cc1COc1ccc(F)cc1 | 0.6 | -19 | /
